Ec RNAP inh = E. coli RNAP inhibitors, biochemical; DNA-directed RNA polymerase subunit beta (Escherichia coli (strain K12)), P0A8V2; E. coli RNA polymerase, fluorescence transcription assay; inhibition, %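 (tested at 10 µM)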; actives 0.2% (n = 62,000); AID 559, 2006; in the data active = inhibition above about 20%;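 also: 0% = enzyme without compound and 100% = no enzyme blank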
CatS block = inhibitors of human cathepsin S, biochemical, compound mixtures. recombinant cathepsin S, AMC dipeptide fluorescence, pooled mixtures. inhibition, %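 (tested at 5 µM per compound within 10-compound mixtures)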. actives 0.06% (n = 62,000); in the data active = inhibition above about 32%, passing the limit was not always enough;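 also: 0% = enzyme without compound and 100% = blank without enzyme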
AP complement = alternative complement pathway inhibitors, primary screen, biochemical, ELISA, human serum, orthogonally pooled compounds. actives 0.08% (n = 62,000). AID 1235, 2008. inhibition, % at 5 µM. LPS-coated ELISA, C3 deposition; tested in compound mixtures;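 active = inhibition above 30% in each of the two pooled mixtures holding the compound, so the lower value exceeds 30%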;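 also: 0% = serum in Mg-EGTA without compound and 100% = EDTA serum blank; some compounds past the cut are filed as inactive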
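Test system – human serum alternative complement pathway, C3 deposition on LPS-coated wells · Buffer or medium – diluted human serum in Mg2+-EGTA GVB++ · Compound dosing – 5 µM each compound, pools of ten, 50 µM per pool · Schedule – 1 h serum-compound exposure at 37 °C · Measured by – Anti-C3 ELISA, OD 450 nm · Read-out basis – percent inhibition of C3 deposition onto LPS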
CatB block = human cathepsin B inhibitors, primary screen, biochemical, fluorogenic substrate; P07858; purified cathepsin B, fluorescence; inhibition, %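 (tested at 10 µM)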; actives 0.1% (n = 63,000); AID 453, 2006; in the data active = inhibition above about 21%;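 also: 0% = enzyme with no compound and 100% = no enzyme blank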
C1s inh = complement C1s protease inhibitors, primary screen, biochemical, 10-compound mixtures. actives 0.16% (n = 62,000). purified C1s, fluorogenic AMC substrate, pooled mixtures. mean inhibition % of two 10-compound mixtures (hits give high values), % at 5 µM (by protocol). AID 538, 2006;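 active = inhibition above 20% in each of the two 10-compound mixture wells holding the compound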;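 also: 0% = enzyme wells lacking compound mixture and 100% = no-enzyme blank wells; some compounds called inactive have numbers as strong as hits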
Target sequence (P09871 16-437 limits assumed): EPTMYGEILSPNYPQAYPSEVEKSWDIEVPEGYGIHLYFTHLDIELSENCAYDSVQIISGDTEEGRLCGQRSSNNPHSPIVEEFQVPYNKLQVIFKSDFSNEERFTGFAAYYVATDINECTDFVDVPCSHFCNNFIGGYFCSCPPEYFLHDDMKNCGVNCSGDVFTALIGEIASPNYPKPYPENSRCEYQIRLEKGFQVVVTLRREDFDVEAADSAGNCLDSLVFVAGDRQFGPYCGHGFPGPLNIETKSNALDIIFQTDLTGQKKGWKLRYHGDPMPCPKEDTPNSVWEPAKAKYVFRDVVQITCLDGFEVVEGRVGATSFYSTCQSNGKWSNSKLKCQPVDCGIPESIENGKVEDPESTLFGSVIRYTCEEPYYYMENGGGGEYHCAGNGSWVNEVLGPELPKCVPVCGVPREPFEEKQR
Target sequence (P09871 438-688 limits assumed): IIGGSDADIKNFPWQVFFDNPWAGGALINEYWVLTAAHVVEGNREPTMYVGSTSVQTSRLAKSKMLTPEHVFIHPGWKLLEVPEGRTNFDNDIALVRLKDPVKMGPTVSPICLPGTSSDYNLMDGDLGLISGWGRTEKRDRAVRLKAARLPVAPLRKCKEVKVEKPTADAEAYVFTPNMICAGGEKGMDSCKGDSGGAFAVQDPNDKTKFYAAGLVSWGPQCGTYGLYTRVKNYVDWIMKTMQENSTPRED
CatL inh = inhibitors of human cathepsin L, biochemical | Procathepsin L (Homo sapiens), P07711 | AID 460, 2006 | inhibition, %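 (tested at 10 µM)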 | purified cathepsin L, fluorogenic substrate, fluorescence | actives 0.17% (n = 58,000); in the data active = inhibition above about 45%;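 also: 0% = enzyme with no compound and 100% = no enzyme blank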
Target sequence (P07711 114-288 limits assumed): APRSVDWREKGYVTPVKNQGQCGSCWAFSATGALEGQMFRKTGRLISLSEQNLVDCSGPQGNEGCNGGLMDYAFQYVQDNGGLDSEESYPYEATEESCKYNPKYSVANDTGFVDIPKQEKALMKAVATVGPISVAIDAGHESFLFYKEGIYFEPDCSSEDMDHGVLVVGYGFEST
Target sequence (P07711 292-333 limits assumed): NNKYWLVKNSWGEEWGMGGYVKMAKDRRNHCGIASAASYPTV
CatB mix inh = cathepsin B inhibitors from pooled compounds, primary screen, biochemical, compound mixtures, AMC fluorescence; actives 0.06% (n = 62,000); Purified cathepsin B, AMC dipeptide fluorescence; inhibition, %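 (ten-compound pools at 5 µM per compound and 50 µM total)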; P07858; AID 488, 2006; in the data active = inhibition above about 22%, passing the limit was not always enough;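 also: 0% = enzyme without compound and 100% = no enzyme blank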
FXIa inh mix = FXIa protease inhibitors in compound pools, primary screen, biochemical, 10-compound mixtures; inhibition, % at 5 µM; Coagulation factor XI (Homo sapiens), P03951; actives 0.19% (n = 62,000); purified FXIa, fluorogenic substrate, pooled mixtures; in the data active = inhibition above about 20%, passing the limit was not always enough;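 also: each value is inhibition by a whole ten-compound pool holding the compound; 0% = enzyme with no mixture and 100% = wells lacking enzyme; strong numbers were not always called active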
CatG inh = human cathepsin G inhibitors, primary screen, biochemical, pooled compound mixtures, AMC fluorescence | actives 0.2% (n = 62,000) | purified enzyme, AMC-tetrapeptide fluorescence | inhibition, % at 5 µM (by protocol);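 active = inhibition above 20% in each of the two mixture wells holding the compound; inactive = inhibition of 20% or less in either well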;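 also: 0% = enzyme control without mixture and 100% = blank lacking enzyme; strong numbers were not always called active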
* marks the source's active call; other numbers are inactive results; x = not tested or not shown. Some of the compounds tested, so the mix of outcomes need not match the whole.

Ec RNAP inh	CatS block	AP complement	CatB block	C1s inh	CatL inh	CatB mix inh	FXIa inh mix	CatG inh	molecule
3	1	5	-3	-5	20	-1	3	3	CC(NC(=O)c1cnc2n(c1=O)CCS2)c1ccccc1 (centres undefined)
9	3	6	-2	3	7	3	1	12	O=C(c1cc(Cl)ccc1Cl)N1CCN(c2ccccn2)CC1
-1	-9	21	2	-80	9	-6	-13	-1	c1cc2c(cc1-c1cnc3n1CCC3)OCCO2
5	6	11	1	-15	18	2	12	12	COCc1nnc(SCC(=O)Nc2cccc(Cl)c2C)n1-c1ccccc1
-1	-4	15	0	11	-7	1	6	8	O=c1c2ccccc2n(Cc2ccc(Cl)cc2)c(=O)n1Cc1ccco1
0	35	15	-3	3	4	4	-1	9	Cc1cc(C)nc(-n2nc(C)cc2NC(=O)c2cccc(S(=O)(=O)N(C)C)c2)n1
9	11	2	3	11	13	0	1	8	O=C(NCc1ccco1)C1CCN(S(=O)(=O)N2CCC3(CC2)OCCO3)CC1
-8	-8	-9	4	-32	-2	0	-3	-15	COc1ccc(CCNC(=O)CSc2nc(-c3ccco3)cc(C(F)(F)F)n2)cc1OC
3	-3	17	-5	-7	-31	4	3	0	O=C1CC(O)(C(F)F)Oc2ccc3ccccc3c21 (centres undefined)
8	-9	4	-2	17	5	3	10	1	COc1ccc(-c2noc(CSc3nc4ccccc4c(=O)n3-c3ccccc3)n2)cc1OC
9	-1	4	0	4	-7	4	4	1	O=C(OCC(=O)N1CCCCCC1)c1cccs1
8	-3	0	5	9	28	-3	5	9	CCOC(=O)NCc1ccc(CNC(=O)OCC)cc1
4	4	12	0	6	-3	9	10	-1	O=C(c1ccccc1)c1ccncc1
3	-8	-1	7	-94	24	-5	-6	-3	CCc1ccc(C(=O)Nc2ccc(S(=O)(=O)Nc3nc(C)cc(C)n3)cc2)o1
3	4	8	5	17	21	4	7	9	Cc1ccc(CN2C(=O)CCC2C(=O)NC(C)C)cc1 (centres undefined)
11	4	2	0	13	7	0	0	9	COc1ccc(-c2csc(NC(C)=O)n2)cc1OC
-1	0	51	1	3	0	1	6	7	COC(=O)NC1CSCC1OC(=O)CN1C(=O)c2ccccc2C1=O (centres undefined)
2	-4	25	1	-10	-11	2	5	8	O=C(NCc1cccs1)c1ccc2c(c1)ncn2C1CCCC1
1	-12	20	5	8	-1	4	6	10	CCOc1ccc(NC(=O)Cn2nnc(-c3ccccc3F)n2)cc1
12	-2	2	0	-9	10	1	28*	49	CCn1c(SCCC(C)C)nnc1-c1c[nH]c2ccccc12
6	31	9	0	14	-8	18	7	10	COc1ccccc1CN1C(=S)SC(C)(C)C1NO (centres undefined)
0	6	12	2	-5	13	1	15	-3	Cc1cc(=O)oc(C)c1C(=O)N1CCc2c([nH]c3ccccc23)C1C(C)C (centres undefined)
10	2	4	1	-2	13	1	-14	8	COc1ccc(CN2CC(C(=O)NCCN3CCN(c4ccccc4F)CC3)CC2=O)cc1 (centres undefined)
5	14	4	4	22	22	8	14	12	Cc1nnc(Nc2ccc(C(=O)NCCO)cc2)c2ccccc12
5	-1	4	4	17	9	-1	7	9	Cc1cc(NC(=O)Cn2cnc3sc(C)c(-c4ccccc4)c3c2=O)no1
3	-8	20	0	-3	x	5	9	3	Cc1ccc(-n2ncc3c(NCc4ccccn4)ncnc32)c(C)c1
4	7	10	7	12	13	0	1	12	COc1ccc(C2CC(=O)C3=C(C2)Nc2ncnn2C3c2ccccc2C)c(OC)c1 (centres undefined)
5	-1	6	-1	2	0	6	13	4	O=C(/C=C\Nc1ccccn1)c1ccccc1
2	12	2	3	2	9	0	-3	11	Cc1cc(Cl)cc(C)c1OCCCCn1ccnc1
-5	1	20	4	6	-1	-4	-1	5	CCOC(=O)C1=C(CS(=O)(=O)c2ccccc2)NC(=O)NC1c1ccccc1 (centres undefined)
0	8	11	-4	-15	x	-1	1	-3	COc1cc2c(cc1OC)CN(S(C)(=O)=O)CC2
15	5	12	2	-10	21	4	-1	15	Cc1ccc2cc(CCNC(=O)c3ccc(Br)o3)c(=O)[nH]c2c1
10	-3	2	4	-76	31	-10	-17	2	COC(=O)c1sccc1NC(=O)c1cccnc1
2	4	9	0	15	-4	5	4	12	COc1ccc(CC(=O)Nc2oc(-c3ccccc3)c(-c3ccccc3)c2C#N)cc1OC
-1	1	12	0	8	-5	2	16	8	CCOc1ccccc1NS(=O)(=O)c1cccs1
10	1	10	3	3	0	-5	2	5	Cc1nnc(N2CCc3ccccc3C2)[nH]c1=O
-2	5	13	-5	-2	-1	24	4	0	O=C(CSc1nc2ccccc2o1)NCC(=O)c1ccccc1
5	14	-8	4	-38	-1	-3	-3	-7	O=C(NC(Cc1ccccc1)C(=O)O)c1ccc(S(=O)(=O)N2CCOCC2)cc1 (centres undefined)
11	12	-5	-3	5	-6	0	3	2	Cc1ccc(-c2nnn(CC(=O)NCCc3ccc4c(c3)OCO4)n2)o1
4	1	18	-7	3	-2	3	6	0	COc1cc(NC(=O)NCCN2CCN(c3ccc(Cl)cc3)CC2)ccc1C
5	-3	10	-3	-31	3	6	3	1	CC(C)(C)SCCNS(=O)(=O)c1ccccc1
1	-1	25	-7	3	x	4	11	-1	COc1ccc(OCc2nnc3n2N=C(c2ccc(OC)cc2)CS3)cc1
-1	2	15	-4	3	4	-7	10	1	Cc1cccnc1NCc1ccc(O)c2ncccc12
7	22	8	-3	-2	15	7	5	24	CC(C)(C)n1c(=O)[nH]c2c(c1=O)CCC2
4	13	9	-7	4	10	4	8	-1	CCOC(=O)c1[nH]c(C)c(C(=O)Nc2cccc(Cl)c2C)c1C
0	-16	8	2	11	7	2	8	8	O=C(CN1C(=O)CCS(=O)(=O)c2ccccc21)NCc1ccc2c(c1)OCO2
10	7	4	0	-4	-1	-10	0	8	O=C1OCCC1Sc1ncnc2sccc12 (centres undefined)
11	-4	26	6	15	x	5	3	9	Cn1c(=O)c2c(nc(Br)n2Cc2ccccc2Cl)n(C)c1=O
1	-9	6	0	-15	-1	0	4	-4	CCOC(=O)N1CCN(C(=O)c2ccc3c(c2)N(CC)CCS3)CC1
-1	-2	3	-1	13	x	2	4	8	O=c1oc2ccccc2c2c1ncn2CCN1CCOCC1
8	17	-9	7	-17	2	3	7	34*	COc1ccc2c(c1)CCc1c(C(=O)Nc3c(C)n(C)n(-c4ccccc4)c3=O)noc1-2
x	0	8	-1	-18	-3	7	0	0	CC(=O)Nc1cccc(-c2csc(NCc3ccco3)n2)c1
2	-1	16	1	-5	0	5	6	-3	O=C(CSc1nc(-c2ccccc2)cc(=O)[nH]1)Nc1ccccn1
6	0	11	-1	-24	35	2	6	2	Cc1nc2sc(C(c3cccs3)N3CCOCC3)c(O)n2n1 (centres undefined)
14	26	8	3	57*	9	7	8	7	Cc1nc(CNS(=O)(=O)c2cc(C)c(C)cc2C)cs1
8	24	5	2	-4	14	8	1	1	C=CCn1c(SCn2nnc3ccccc3c2=O)nnc1C1CCCCC1
-2	-4	-1	2	-21	11	-6	-2	-7	Cc1oc(-c2cccc(Cl)c2)nc1CN1CCCC(C(=O)NCCCN2CCOCC2)C1 (centres undefined)
3	-10	2	-3	-31	7	0	-5	-16	COC(=O)c1sccc1NC(=O)Cn1cnc2c1c(=O)n(C)c(=O)n2C
1	-3	14	-1	-4	1	2	-1	10	CSc1cccc(NC(=O)CN(C)S(=O)(=O)c2ccc(F)cc2)c1
11	18	3	-5	28	4	8	6	5	O=C(NC1CCCC1)C(NS(=O)(=O)c1cccc2nsnc12)c1ccccc1 (centres undefined)

Rewritten with values under each structure: two of the compounds above.
Results follow in this order: Ec RNAP inh, CatS block, AP complement, CatB block, C1s inh, CatL inh, CatB mix inh, FXIa inh mix, CatG inh
- Cc1cc(NC(=O)Cn2cnc3sc(C)c(-c4ccccc4)c3c2=O)no1
  5, -1, 4, 4, 17, 9, -1, 7, 9
- Cc1ccc(-n2ncc3c(NCc4ccccn4)ncnc32)c(C)c1
  3, -8, 20, 0, -3, x, 5, 9, 3

Some of these compounds in order of length of the SMILES, high to low:
Ec RNAP inh	CatS block	AP complement	CatB block	C1s inh	CatL inh	CatB mix inh	FXIa inh mix	CatG inh	molecule
11	18	3	-5	28	4	8	6	5	O=C(NC1CCCC1)C(NS(=O)(=O)c1cccc2nsnc12)c1ccccc1 (centres undefined)
2	-1	16	1	-5	0	5	6	-3	O=C(CSc1nc(-c2ccccc2)cc(=O)[nH]1)Nc1ccccn1
-1	2	15	-4	3	4	-7	10	1	Cc1cccnc1NCc1ccc(O)c2ncccc12

New compounds follow.
Ec RNAP inh	CatS block	AP complement	CatB block	C1s inh	CatL inh	CatB mix inh	FXIa inh mix	CatG inh	molecule
15	1	-3	-5	-8	22	-1	-2	0	O=C(O)c1ccc(N2CCCCCC2)c(N2C(=O)c3ccccc3C2=O)c1
2	-12	13	-5	-5	-14	3	7	-4	CCCSc1nnc2c(n1)OC(c1cccn1C)N(C(C)=O)c1ccccc1-2 (centres undefined)
4	5	4	3	4	-3	-2	3	5	CCS(=O)(=O)N1CCC(C(=O)NCc2cccs2)CC1
3	-13	17	1	7	-7	7	7	5	O=c1nc2scc(-c3ccccc3)n2c2ccccc12
-9	7	19	0	-1	x	0	7	-2	COCCNC(=O)CSc1nc2ccccc2c2nc(C)nn12

Source: PubChem BioAssay
